Bioassay records (PubChem)
PostGolgi yeast: phenotypic screen on post-Golgi transport, primary screen; post-Golgi transport phenotypic cell assay; inhibition, % at 10 µM; 98,000 compounds, 0.9% hits; AID 739, 2007;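 further: yeast cells grown in 1536-well plates; yeast grown about 18 h at 30C before absorbance read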
PostGolgi ctrl: growth inhibition of yeast control strain, primary screen, counter-screen for post-Golgi transport modulator project; 98,000 compounds, 5% hits; inhibition, % at 10 µM; efflux-deficient yeast background strain, growth absorbance A615, 16 h
S1P2 ag: S1P2 receptor agonists, primary screen, cell-based; Sphingosine 1-phosphate receptor 2 (Homo sapiens), O95136; S1P2-expressing cell line, agonist reporter read-out; activation, % at 4.5 µM; 97,000 compounds, 0.46% hits; AID 729, 2007; in the data active means activation above about 16%;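 further: 0% = vehicle low control and 100% = maximal reference agonist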
Target sequence (O95136 whole entry, looked up): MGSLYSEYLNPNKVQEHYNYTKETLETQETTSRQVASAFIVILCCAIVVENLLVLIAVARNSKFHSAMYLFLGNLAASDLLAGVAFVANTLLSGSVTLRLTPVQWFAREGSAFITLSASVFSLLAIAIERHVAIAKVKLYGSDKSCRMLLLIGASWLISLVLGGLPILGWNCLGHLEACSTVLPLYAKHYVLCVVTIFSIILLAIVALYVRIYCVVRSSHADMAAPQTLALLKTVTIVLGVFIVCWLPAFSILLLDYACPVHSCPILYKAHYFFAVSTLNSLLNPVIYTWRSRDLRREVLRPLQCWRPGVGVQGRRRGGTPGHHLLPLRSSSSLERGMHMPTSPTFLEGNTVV
PLAP activator: PLAP enzyme activators, biochemical, luminescence, HTS. Alkaline phosphatase, placental type (Homo sapiens), P05187. purified PLAP enzyme, luminescent substrate read-out; hits give high values. activation fold at 20 µM. 96,000 compounds, 1.2% hits; in the data active means activation fold above about 2
Target sequence (P05187 whole entry, looked up): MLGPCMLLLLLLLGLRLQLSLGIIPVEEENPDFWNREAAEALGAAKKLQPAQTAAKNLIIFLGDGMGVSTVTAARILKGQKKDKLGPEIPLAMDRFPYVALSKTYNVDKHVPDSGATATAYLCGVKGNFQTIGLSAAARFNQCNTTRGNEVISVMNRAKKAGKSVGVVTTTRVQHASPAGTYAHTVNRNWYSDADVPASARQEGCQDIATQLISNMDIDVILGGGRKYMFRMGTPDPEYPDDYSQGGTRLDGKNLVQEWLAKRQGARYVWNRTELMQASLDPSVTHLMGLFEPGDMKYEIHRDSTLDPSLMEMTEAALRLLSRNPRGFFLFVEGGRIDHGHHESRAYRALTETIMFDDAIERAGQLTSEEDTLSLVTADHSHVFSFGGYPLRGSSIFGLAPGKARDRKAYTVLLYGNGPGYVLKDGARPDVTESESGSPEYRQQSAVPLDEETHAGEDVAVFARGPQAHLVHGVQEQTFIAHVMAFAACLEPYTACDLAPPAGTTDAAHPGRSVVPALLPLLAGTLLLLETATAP
sEH inhibitor: soluble epoxide hydrolase inhibitors, primary screen, biochemical, human sEH. recombinant human sEH enzymatic activity assay. inhibition, % at 2 µM. 91,000 compounds, 0.34% hits; in the data active means inhibition above about 80%; further: values of inactives mirror those of a sister screen read the other way; many of its hits are not listed in these tables
Mac1 fbg inh: inhibitors of CD11b/CD18 adhesion to fibrinogen, primary screen, K562 cells, luminescence; ATPlite luminescence; Mn2+ added to activate the integrin; Integrin beta-2 (Homo sapiens) + Integrin alpha-M (Homo sapiens), P05107+P11215; 93,000 compounds, 0.54% hits; inhibition, % at 10 µM; AID 1497, 2009;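 active means primary inhibition of 50% or more at 10 µM, then 40% or more on retest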; further: some results filed as inactive read as strong as hits
Ecoli WT expand: growth inhibitors of wild-type E. coli, primary screen, strain BW25113, expanded library, OD600; OD600 absorbance; growth inhibition, % at 100 µM; 98,000 compounds, 0.15% hits; AID 710, 2007;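 active means growth inhibition above about 50% at one test dose, limit read from the data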;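 further: growth measured after 20 h incubation at 37 °C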
S1P2 blocker: human S1P2 receptor antagonists, primary screen, cell-based. Sphingosine 1-phosphate receptor 2 (Homo sapiens), O95136. cell-based S1P2 antagonist assay, inhibition at 5 uM. inhibition, % at 5 µM. 97,000 compounds, 0.21% hits. AID 736, 2007; in the data active means inhibition above about 45%;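 further: CRE beta-lactamase reporter cells expressing human S1P2 stimulated with S1P; 0% = agonist at EC80 alone and 100% = agonist plus reference antagonist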
sEH act: soluble epoxide hydrolase activators, primary screen, biochemical, human sEH. activation, % at 2 µM. 91,000 compounds, 0.04% hits. purified human sEH enzymatic activity, activator screen. AID 717, 2007; in the data active means activation above about 37%; further: values of inactives mirror those of a sister screen read the other way
* marks the source's active call; other numbers are inactive results; . = not tested or not shown. Unless noted, no stated cut-off is given here; in the data, active means inhibition above about 30%; inactive means the rest. Random draw from the library; 7.1% or so of the library scored in one or more.

SMILES | PostGolgi yeast | PostGolgi ctrl | S1P2 ag | PLAP activator | sEH inhibitor | Mac1 fbg inh | Ecoli WT expand | S1P2 blocker | sEH act
CSc1nnc(-c2sc3cc(C(F)(F)F)cnc3c2-c2ccccn2)n1C | -4 | 22 | -2 | 1.7 | -10 | -13 | -7 | 23 | 10
COC(=O)c1cc(=O)n(Cc2cccs2)c(=NCc2cccs2)s1 | 9 | 31* | -4 | 1 | -4 | -2 | -11 | 9 | 3
OC(CNCC1COc2ccccc2O1)COCc1cccs1 (stereo not drawn) | 1 | 1 | -5 | . | 1 | . | -2 | 24 | -2
CC1=NN(c2cccc(C(=O)O)c2)C(=O)/C1=C\C=C\c1ccco1 | . | . | -1 | . | -19 | . | . | -21 | 19
COc1ccccc1OC(C)c1nnc(SCC(=O)Nc2c(C)n(C)n(-c3ccccc3)c2=O)n1-c1ccccc1 (stereo not drawn) | -10 | 4 | -4 | 1.3 | 8 | . | 0 | 8 | -9
CCOc1ccc(C(=O)N[C@H](C(=O)O)C(C)C)cc1 | -4 | -3 | -6 | 1 | 1 | 50 | 1 | 5 | 1
Cc1c(CN2CCN(c3cccc(C(F)(F)F)c3)CC2)c(=O)n(-c2ccccc2)n1C | -6 | 0 | -6 | 1.5 | -5 | -2 | 4 | -6 | 6
Cc1ccc2oc(=O)c3cnn(CC(=O)NC4CCCCC4C)c3c2c1 (stereo not drawn) | 1 | -5 | -6 | 1.2 | 7 | 4 | -8 | -7 | -8
Cc1cccc(-c2nc(CS(=O)CC(=O)N3CCc4ccccc4C3)c(C)o2)c1 (stereo not drawn) | 0 | 3 | -6 | 1.6 | 12 | -2 | 4 | 7 | -12
O=C(NCc1ccc2c(c1)OCO2)C1CCN(S(=O)(=O)c2cccc3nsnc23)CC1 | -3 | 14 | -4 | 0.8 | 40 | -20 | -7 | 16 | -42
CCc1nnc(NC(=O)CCC(=O)N2CCN(c3ccccn3)CC2)s1 | 1 | 1 | -2 | 1 | 3 | . | -3 | 19 | -1
Cc1ccc(NC(=O)N2CCC(C(=O)NCC(C)C)CC2)cc1 | 21 | -2 | -7 | 0.8 | . | 1 | -12 | 10 | .
O=C(Cc1ccccc1)Nc1ccc2oc(-c3ccncc3)nc2c1 | -6 | -5 | . | 1 | . | 5 | -4 | . | .
CCCSc1nnc(Cn2c(=O)sc3ccccc32)n1-c1ccccc1 | 0 | 3 | -8 | 1 | -6 | 16 | -5 | -13 | 6
O=C(Nc1ccc2nc(-c3ccco3)[nH]c2c1)c1ccco1 | 3 | -9 | 2 | 0.9 | 1 | 10 | 0 | -3 | 0
Cc1cc2c3nonc3ccc2n1C | 2 | -1 | -2 | 0.8 | -3 | -10 | 2 | 10 | 3
CCOC(=O)C(C(=O)Nc1ccc(C)cc1)C1CCCCC1 (stereo not drawn) | -4 | 40* | -1 | 0.9 | 14 | -24 | -2 | -19 | -15
CC(C)(C)c1nnc2sc(SCC(=O)c3cccs3)nn2c1=O | -2 | 9 | . | 1.3 | . | -12 | 0 | . | .
CCOC(=O)CC(=O)Nc1ccc(C(=O)OCC)cc1 | 2 | 5 | -4 | 0.9 | -3 | -28 | -2 | 10 | 3
CN(C)CCCNC(=O)CC(c1ccc(F)cc1)c1ccco1 (stereo not drawn) | -4 | 4 | . | 1 | . | 4 | -3 | . | .
Cc1nnc(N2CCN(c3ccccc3)CC2)[nH]c1=O | -8 | 3 | -4 | 1 | 4 | 2 | -4 | -7 | -1
COC(=O)c1cc(OC)c(OC)cc1NC(=S)N1CCN(C)CC1 | 4 | 3 | -5 | 1.1 | -12 | -2 | 0 | -9 | 14
O=C(NC1(C(F)(F)F)C(=O)Nc2c1c(=O)[nH]c(=O)n2Cc1ccccc1)c1ccco1 (stereo not drawn) | 6 | 18 | -1 | 1.1 | 10 | . | 5 | 23 | -8
CCOC(=O)CCCNC(=O)c1cncc(Br)c1 | -5 | 9 | -8 | 1 | 5 | -13 | 8 | 1 | -6
CCOC(=O)Cc1csc(NC(=O)CN(C)S(=O)(=O)c2cccc3cccnc23)n1 | 1 | -9 | . | 1.4 | -2 | 8 | 0 | . | 6
COc1ccc(-c2onc(C)c2-c2ccccc2)c(O)c1 | 2 | 18 | -3 | 0.9 | 6 | -19 | -7 | -17 | -5
COc1nc(NCc2cccnc2)nc(OC)n1 | 3 | 27 | -5 | 1 | -6 | -5 | 9 | -6 | 8
Cc1ccc(NC(=S)N2CCOCC2)c(C)c1 | -10 | 1 | -4 | 1 | 6 | -45 | 8 | 13 | -3
CC(=O)c1cc2c(C)cc(=O)oc2cc1O | -6 | 7 | -6 | 0.8 | -9 | -4 | 4 | -2 | 6
COc1ccc(NC(=O)C2CCCN2S(=O)(=O)c2ccc3c(c2)CCC(=O)N3)cc1Cl (stereo not drawn) | -1 | 3 | . | 1.1 | . | 16 | 4 | . | .
O=S(=O)(c1ccccc1)c1nc(-c2cccs2)oc1NCC1CCCO1 (stereo not drawn) | -4 | 8 | -3 | 1.2 | -11 | 6 | 5 | 16 | 6
c1ccn(-c2ncnc3sc4c(c23)CCCC4)c1 | 17 | 16 | -6 | 1 | -9 | 0 | 6 | 11 | 10
Cn1c(CSCc2ccc(Cl)c(Cl)c2)nnc1SCC(=O)Nc1nccs1 | -7 | 4 | -5 | 0.9 | 4 | 4 | -1 | 5 | -6
CC(NC(=O)c1ccncc1)C(C)(C)C (stereo not drawn) | -4 | 4 | -3 | 0.8 | -2 | -3 | -6 | -3 | 2
CC(=O)Nc1ccc(S(=O)(=O)N2CCN(c3cc(C)nc4ccccc34)CC2)cc1 | 12 | 10 | -3 | 1.6 | 0 | 4 | 1 | 18 | 1
Nc1ccc(Sc2nnnn2-c2ccccc2)c(Cl)c1 | 23 | 8 | -6 | 0.9 | 8 | -5 | 3 | 1 | -5
Nc1nonc1-c1noc(N2CCCCC2)n1 | 1 | -2 | -3 | 0.8 | 3 | -4 | 7 | 6 | -3
O=C(Oc1ccccc1)c1cccc(N2C(=O)CCC2=O)c1 | 1 | 12 | . | 1.1 | . | -2 | -10 | . | .
Cc1ccc(S(=O)(=O)NC(CC(C)C)C(=O)NCc2ccco2)cc1 (stereo not drawn) | -1 | 4 | -3 | 0.9 | -5 | -6 | 7 | 1 | 5
COc1ccc(OC)c(NC(=O)COC(=O)/C=C/c2c(C)nn(C3CCS(=O)(=O)C3)c2Cl)c1 (stereo not drawn) | -3 | -8 | -4 | 0.9 | -6 | 15 | -1 | -20 | 6
CCc1c(C(=O)O)[nH]c2ccc(Br)cc12 | -4 | 15 | -8 | 0.9 | 4 | . | -1 | 21 | -6
Cc1ccc(C(c2nnnn2CC2CCCO2)N2CCN(c3cccc(C)c3C)CC2)cc1 (stereo not drawn) | 0 | 27 | -4 | 1.3 | 2 | 11 | -13 | 10 | -3
CCOc1ccc(-c2nn3c(-c4ccccc4)nnc3s2)cc1 | 3 | 17 | -4 | 1.2 | 0 | -2 | -7 | 2 | -1
COc1cc(NC(=O)Cn2nc(C(F)(F)F)c3c2CCCC3)cc(OC)c1OC | -6 | 4 | -5 | 1.6 | 14 | 26 | -14 | -12 | -15
O=C(COc1ccc(Cl)cc1Cl)N/N=C/CCc1ccccc1 | 6 | 1 | -4 | 0.8 | 15 | . | -9 | 11 | -14
COc1ccc(OC)c(-c2nc(C(N)=O)c3[nH]c(=O)n(-c4ccc(F)cc4)c3n2)c1 | -7 | 6 | -3 | 1.5 | 2 | 2 | -10 | -17 | 2
COc1ccc(OCCC(=O)OCC(=O)NCc2ccco2)cc1 | -3 | -11 | . | 1.2 | . | 12 | 2 | . | .
CCOC(=O)N1CCN(C(=O)CN(C)S(=O)(=O)c2ccc3c(c2)C(C)(C)C(=O)N3C)CC1 | 3 | 3 | -5 | 1.2 | -10 | . | 4 | 18 | 10
CC1CN(C(=O)c2ccccc2Sc2ccccc2C#N)CC(C)O1 (stereo not drawn) | 16 | 4 | -3 | 1 | -2 | -5 | -2 | -4 | 2
Cc1nc(-n2ncc(C#N)c2N)c2c3c(sc2n1)CCC3 | 3 | 16 | -1 | 0.8 | 11 | 14 | -10 | -14 | -12
COc1ccc(N=Cc2ccc(CNS(=O)(=O)c3ccc(Cl)cc3)o2)cc1 | -5 | 3 | -3 | 1.1 | -2 | -11 | 5 | 10 | 2
Cc1nc(SCC(=O)N(C)C2CCCCC2)[nH]c(=O)c1Cc1ccccc1 | 1 | 3 | -2 | 1.7 | 10 | -32 | -3 | 2 | -12
COc1ccc(C(=O)c2cnc3ccccc3c2-c2ccccc2)cc1 | 1 | 13 | -4 | 1.1 | 5 | 6 | -22 | 16 | -5
CSc1nc(C)cc(Oc2ccc(=O)n(C)n2)n1 | 13 | 1 | -9 | 1 | 5 | -12 | -2 | 10 | -5
CCn1nc(C)c(NC(=O)/C=C/c2ccc(OC)c(COc3ccc(Br)cc3)c2)c1C | . | . | -6 | . | 16 | . | . | -30 | -12
CCN1C(=O)/C(=C2/C=CC=CN2C)OC1=S | 4 | 0 | 0 | 0.7 | -12 | -6 | 2 | -8 | 12
CCOC(=O)Nc1ccc2c(c1)N(C(=O)OCCN(C)C)c1ccccc1CC2 | 0 | 20 | -4 | 1.6 | -4 | -9 | -2 | 19 | 4
Cc1cc(C)c2c(c1)/C(=N/NS(=O)(=O)c1ccccc1)CCC2 | 0 | 10 | -4 | 0.9 | -6 | 0 | -2 | 1 | 9
Cc1cc(NC(=O)CSc2nc3cc(Cl)ccc3s2)no1 | -4 | -1 | -5 | 0.5 | -9 | -6 | -5 | 2 | 7
CCN(CC)C(=O)c1cccc(-c2ccc(OC)cc2)c1 | -18 | 4 | -4 | 1 | -7 | 0 | 3 | -6 | 9

A different layout for part of the listing above:
structure,PostGolgi yeast,PostGolgi ctrl,S1P2 ag,PLAP activator,sEH inhibitor,Mac1 fbg inh,Ecoli WT expand,S1P2 blocker,sEH act
Cc1nnc(N2CCN(c3ccccc3)CC2)[nH]c1=O,-8,3,-4,1,4,2,-4,-7,-1
COC(=O)c1cc(OC)c(OC)cc1NC(=S)N1CCN(C)CC1,4,3,-5,1.1,-12,-2,0,-9,14
O=C(NC1(C(F)(F)F)C(=O)Nc2c1c(=O)[nH]c(=O)n2Cc1ccccc1)c1ccco1 (stereo not drawn),6,18,-1,1.1,10,.,5,23,-8

Following part:
SMILES | PostGolgi yeast | PostGolgi ctrl | S1P2 ag | PLAP activator | sEH inhibitor | Mac1 fbg inh | Ecoli WT expand | S1P2 blocker | sEH act
O=C(Nc1cccc(F)c1)c1ccc(S(=O)(=O)N2CCCC2)cc1 | -2 | 18 | -2 | . | . | . | 7 | -4 | .
CC(C)C1Oc2ccccc2N(CC(=O)N(Cc2ccccn2)C2CC2)C1=O (stereo not drawn) | . | . | -5 | . | 10 | . | . | -1 | -8
CCOc1ccc(CNc2ccc(N3CCOCC3)c(C(=O)O)c2)cc1 | -3 | -1 | -4 | 1.3 | -1 | 0 | 1 | 8 | 1
Cc1cc(NC(=O)CCC(=O)N(c2ccc(F)cc2)C2(C(=O)NC3CCCCC3)CCCC2)no1 | 6 | 39* | 0 | 1.6 | 9 | -15 | 9 | -1 | -9
CSc1oc(-c2ccco2)nc1S(=O)(=O)c1ccccc1 | 7 | -1 | -4 | 0.8 | 4 | -18 | -8 | -7 | -4
O=C(Cn1cnc2c(cnn2-c2ccc(F)cc2)c1=O)NCc1ccco1 | 5 | 5 | -3 | 1.1 | -15 | 8 | -8 | 1 | 15

No new results follow: entries from further up.
SMILES | PostGolgi yeast | PostGolgi ctrl | S1P2 ag | PLAP activator | sEH inhibitor | Mac1 fbg inh | Ecoli WT expand | S1P2 blocker | sEH act
CSc1nnc(-c2sc3cc(C(F)(F)F)cnc3c2-c2ccccn2)n1C | -4 | 22 | -2 | 1.7 | -10 | -13 | -7 | 23 | 10
COC(=O)c1cc(=O)n(Cc2cccs2)c(=NCc2cccs2)s1 | 9 | 31* | -4 | 1 | -4 | -2 | -11 | 9 | 3
OC(CNCC1COc2ccccc2O1)COCc1cccs1 (stereo not drawn) | 1 | 1 | -5 | . | 1 | . | -2 | 24 | -2
